Compound activity from PubChem BioAssay.
Growth percent in the NCI-60 one-dose screen (48 h, 10 µM unless noted): 100 = growth as untreated, 0 = no growth, -100 = all killed.
SNB-75 – SNB-75 CNS cancer | 79,000 compounds, 5% hits | AID 1794750
SF-539 – SF-539 CNS cancer; 81,000 compounds, 6.8% hits
HCC-2998 – HCC-2998 colon cancer. 79,000 compounds, 4.7% hits. AID 1794799
SF-295 – SF-295 CNS cancer cells; AID 1794758; 79,000 compounds, 5.6% hits
KM12 – KM12 colon cancer cells. 82,000 compounds, 5% hits
HCT-116 – HCT-116 colon cancer; 82,000 compounds, 7.3% hits
U251 – U251 CNS tumor cells | 80,000 compounds, 5.4% hits
SF-268 – SF-268 CNS cancer cells; 82,000 compounds, 3.1% hits; AID 1794759
SNB-19 – SNB-19 CNS cancer cells; 81,000 compounds, 2.5% hits
* hit, by the source's call; . = no result given; & = joins results of further samples. Rule for the calls: active = growth percent below 10; inactive = the rest.

The line under a structure holds: SF-539, HCC-2998, SF-268, SF-295, SNB-19, KM12, SNB-75, U251, HCT-116
- N#CC1=C(N)Oc2c(ccc(O)c2O)C1c1c[nH]c2ccccc12 (centres undefined)
  90.7, 99.4, 79.9, 91.2, 90.9, 90.2, 76.5, 81.8, 75.9
- NS(=O)(=O)c1ccc(C(=O)N=Nc2c(O)[nH]c3c(F)cccc23)cc1
  94.8, 106.3, 106.6, 103.0, 97.4, 107.2, 97.7, 98.6, 103.1
- N#Cc1c(-c2ccco2)[nH]c(=S)n(N=O)c1=O
  108.4, 139.7, 129.2, 120.2, 111.1, 120.4, 99.6, 105.7, 121.5
- O=c1cc(-c2ccccc2)oc2cc(OCCCNCc3ccccc3)cc(O)c12
  -97.3*, -95.8*, 25.2, -81.8*, 48.2, -38.3*, 23.9, -79.8*, -68.7*
- O=C(NCc1ccc(Cl)cc1)c1c(O)c(=O)n(-c2ccccc2[N+](=O)[O-])[nH]c1=O
  97.0, 96.7, 97.2, 104.0, 100.0, 106.6, 76.5, 103.6, 89.9
- Cc1c(C(=O)Nc2ccccc2)sc2c(=O)[nH]c(C(F)(F)F)nc12
  108.6, 103.6, 108.3, 102.8, 112.5, 101.7, 89.9, 103.1, 110.6
- O=S(=O)(O)c1cc(N=Nc2ccc(O)cc2)ccc1/C=C/c1ccc(N=Nc2ccc(O)cc2)cc1S(=O)(=O)O
  111.1, 90.5, 104.8, 99.6, 100.9, 104.6, 89.1, 105.8, 104.0
- CCOc1ccc(NC(=S)NC(=O)c2ccco2)cc1
  103.3, 101.3, 111.3, 100.8, 107.0, 103.8, 103.9, 96.9, 106.3
- CN(C)CC(=O)C(C#N)c1ccccc1 (centres undefined)
  94.4, 90.4, 97.4, 99.1, 105.8, 104.6, 92.8, 98.2, 75.3
- O=C(Nc1ccc(-n2ccc3c(NC(=O)c4ccccc4)nccc32)cc1)c1ccc(N2CCOCC2)c(C(F)(F)F)c1
  22.6, 40.8, 37.0, -7.3*, 44.6, 22.7, 23.5, 14.4, 6.6*
- CCN1CCN(CC(=O)NCCc2c[nH]c3ccccc23)C(=O)c2ccccc2C1=O
  98.1, 112.2, 102.2, 95.2, 101.3, 108.9, 93.0, 102.1, 97.8
- Cc1cccc(I)c1
  102.9, 92.5, 96.4, 103.3, 100.3, 101.5, 98.3, 96.7, 100.8
- COc1cc(/C=N/N=C2\C(=O)Nc3ccc(F)cc32)ccc1F
  93.3, 96.8, 96.2, 102.4, 96.9, 100.0, 100.0, 99.1, 103.7
- COc1cccc(Oc2nc(Nc3ccc(N4CCOCC4)cc3)ncc2NC(=O)Nc2cc(Cl)cc(Cl)c2)c1
  53.8, 88.7, 87.3, 96.3, 85.1, 75.2, 94.1, 78.0, 82.0
- O=C(Cc1ccccc1)NN=C1CCCC1
  95.3, 102.6, 115.1, 113.2, 117.8, 118.6, 88.5, 117.1, 106.9
- COc1ccc(-n2cnc3c(sc4ncc(Cl)cc43)c2=O)cc1
  91.6, 116.0, 65.8, 44.2, 107.7, 55.1, 90.3, 74.7, 54.5
- Cn1c(=O)c2[nH]c(NN=O)nc2n(C)c1=O
  100.5, 114.4, 100.5, 103.3, 100.4, 105.0, 91.1, 97.8, 113.1
- CNC(=O)c1cc(Oc2ccc3c(c2)sc2nc(-c4ccc(NC(C)=O)cc4)cn23)ccn1
  62.8, 78.1, 64.0, 26.2, 55.2, 43.3, -0.7*, 40.7, 48.9
- CSc1nc2c(c(=O)[nH]1)C1C(=C(c3ccc(Cl)cc3)N2)C(=O)N(Cc2ccccc2)c2ccccc21 (centres undefined)
  99.1, 60.0, 82.4, 71.5, 81.0, 63.4, 65.9, 49.2, 36.6
- CSc1oc(-c2ccccc2)nc1S(=O)(=O)c1ccc(Br)cc1
  103.2, 124.6, 98.8, 101.7, 98.3, 104.8, 72.8, 92.8, 86.5
- C/C(=N\NC(=O)CSCC(=O)N/N=C(\C)c1ccccc1)c1ccccc1
  101.8, 108.1, 96.1, 112.6, 100.7, 102.5, 92.5, 107.9, 99.2
- O=C1C2C=CC1C1C(=O)C=CC21 (centres undefined)
  97.8, 96.5, 108.2, 98.5, 112.2, 101.6, 88.0, 103.4, 107.1
- COc1ccc(Cn2cc3c(c2-c2ccccc2)CCc2cnoc2-3)cc1N
  -13.1*, -1.2*, 28.7, -19.7*, 44.5, 6.5*, 29.1, 24.8, 9.5*
- O=C(O)CCCN1C(=O)/C(=C/c2cnc(-c3ccccc3)s2)SC1=S
  102.9, 123.6, 98.4, 88.5, 103.8, 83.2, 116.2, 72.2, 68.2
- c1nc(SC2CCCC2)c2[nH]cnc2n1
  98.1, 108.0, 100.7, 96.9, 99.2, 103.5, 99.1, 96.9, 96.0
- CC[C@H](C)[C@H](NC(=O)CSc1nnc(-c2ccc(NC(=O)c3cccnc3)cc2)o1)C(=O)O
  100.8, 107.5, 103.4, 111.6, 100.0, 105.3, 79.2, 102.2, 103.8
- C=CCCCOC(C)=O
  93.1, 98.0, 104.2, 108.4, 104.4, 107.5, 83.2, 105.0, 105.5
- c1ccc(-c2ccccc2OCC2CO2)cc1 (centres undefined)
  101.3, 105.3, 107.9, 109.8, 103.6, 108.9, 88.4, 100.3, 95.5
- O=C(NC(CSSCC(NC(=O)c1ccccc1)C(=O)O)C(=O)O)c1ccccc1 (centres undefined)
  102.2, ., 99.4, 105.8, 106.9, 97.9, 101.9, 104.4, 98.9
- COc1ccc(C=O)cc1S(=O)(=O)O
  111.0, 75.4, 94.5, 104.9, 104.5, 94.7, 96.6, 100.5, 103.5
- Cc1nc(Nc2ccccn2)sc1C(=O)/C=C/c1ccc(Cl)cc1
  -8.9*, 21.6, 19.9, 4.3*, 32.7, 8.3*, 11.9, 14.8, 14.3
- COc1nccc2c(Nc3cnccn3)nc(N)nc12
  100.5, 103.0, 105.0, 107.2, 97.9, 105.0, 93.5, 101.0, 99.0
- CCN(CC)c1ccc(C2=NN(C(C)=O)C(c3cccc(NS(C)(=O)=O)c3)C2)cc1 (centres undefined)
  95.3, 102.1, 99.7, 94.3, 94.0, 85.4, 82.7, 104.7, 75.6
- O=C(O)c1cc(N=Nc2ccc(-c3ccc(N=Nc4ccc(N=Nc5ccc(O)c(C(=O)O)c5)c5cc(S(=O)(=O)O)ccc45)cc3)cc2)ccc1O
  98.8, 102.0, 101.8, 99.7, 95.9, 101.9, 88.0, 102.1, 99.0
- O=C1c2ccccc2C(=O)N1CCCBr
  104.8&117.0, 94.9&111.8, 97.3&99.0, 91.3&100.6, 104.4&110.2, 101.2&103.8, 80.1&86.5, 101.8&90.6, 102.5&99.5
- CSc1nc2sc3c(c2c(=O)n1-c1ccccc1)CCC(=O)C3
  98.2, 115.6, 97.8, 98.1, 89.9, 106.5, 96.0, 67.0, 102.0
- COC(=O)C1=CCS(=O)(=O)C1
  112.8, 106.1, 102.1, 105.8, 97.4, 106.5, 101.4, ., 99.5
- O=C1N(c2ccccc2)C(c2ccccc2)CC12OCCO2 (centres undefined)
  112.8, 104.4, 102.4, 105.8, 111.6, 105.7, 87.6, 98.0, 100.1
- COc1ccc(C2c3c([nH]c(=S)[nH]c3=O)Nc3[nH]c(=S)[nH]c(=O)c32)cc1
  105.5, 97.1, 98.3, 106.5, 114.9, 99.7, 86.1, 101.1, 95.9
- Cc1cc(NS(=O)(=O)c2ccc(-c3cnc(C4CC4)o3)cc2)ccc1Cl
  -28.6*, 25.1, 49.4, 1.8*, 44.3, 27.0, 0.0*, ., 13.3

The closing four entries of the section before are carried over, then new ones follow:
The line under a structure holds: SF-539, HCC-2998, SF-268, SF-295, SNB-19, KM12, SNB-75, U251, HCT-116
- COC(=O)C1=CCS(=O)(=O)C1
  112.8, 106.1, 102.1, 105.8, 97.4, 106.5, 101.4, ., 99.5
- O=C1N(c2ccccc2)C(c2ccccc2)CC12OCCO2 (centres undefined)
  112.8, 104.4, 102.4, 105.8, 111.6, 105.7, 87.6, 98.0, 100.1
- COc1ccc(C2c3c([nH]c(=S)[nH]c3=O)Nc3[nH]c(=S)[nH]c(=O)c32)cc1
  105.5, 97.1, 98.3, 106.5, 114.9, 99.7, 86.1, 101.1, 95.9
- Cc1cc(NS(=O)(=O)c2ccc(-c3cnc(C4CC4)o3)cc2)ccc1Cl
  -28.6*, 25.1, 49.4, 1.8*, 44.3, 27.0, 0.0*, ., 13.3
- CC(C)(C)C(=O)/C=c1/[nH]c(=O)/c(=C/c2ccccc2O)s1
  60.1, 77.6, 61.0, 60.6, 66.5, 29.9, 66.5, 27.8, 21.2
- O=C1CC2(CCCCC2)Oc2cccnc21
  102.7, 99.4, 102.3, 94.4, 103.5, 105.3, 89.1, 90.3, 98.8
- COc1cc2c(Nc3ccc(-c4ccc(N)cc4)cc3)ncnc2c(OC)c1OC
  17.5, 5.0*, 52.6, -33.2*, 51.1, 3.4*, 82.8, 42.6, 58.3
- Cc1c(-c2ccccc2)n(O)[n+]([O-])c1-c1ccccc1
  106.8, 109.0, 106.9, 102.5, 105.8, 110.0, 83.1, 100.1, 101.8
- CCCCCCCCCCCCNC(=S)N/N=C/c1ccc(Cl)cc1
  106.1, 119.4, 109.2, 100.5, 102.4, 98.8, 116.5, 105.7, 105.4
- CN(C)CCCn1c(=O)n(Cc2ccc(F)cc2)c(=O)n(Cc2ccc(F)cc2)c1=O
  95.8, 99.3, 90.3, 52.4, 93.1, 99.3, 58.1, 88.9, 97.4
- COc1nc2c(cc1S(=O)(=O)c1ccccc1)CCc1c-2cnn1Cc1ccccc1
  73.7, 60.5, 82.2, 42.0, ., 27.7, 72.1, 48.1, 32.5
- CN1C(=O)CSc2ccc3nsnc3c21
  100.2, 100.9, 102.6, 100.6, 100.6, 104.3, 86.1, 95.4, 97.3
- COC(=O)CC[C@@H]1O[C@@H](c2cccc(C(F)(F)F)c2)[C@@H](I)[C@H]1O
  104.6, 112.9, 98.5, 98.8, 112.2, 97.6, 89.9, 105.6, 102.5
- CCCC1O[C@@H]2CC3C4CCC5=CC(=O)C=CC5(C)C4[C@@H](O)CC3(C)[C@]2(C(=O)CO)O1 (some centres undefined)
  94.7, 102.3, 100.1, 106.4, 105.7, 109.8, 129.1, 105.0, 95.7
- COc1ccc(CNc2c3ccccc3nc3ccccc23)cc1F
  18.2, 5.8*, 49.1, 20.1, 28.0, 32.8, 42.5, 26.9, 12.3
- CCCCCC(=O)OC1(C(C)=O)CCC2C3CCC4=CC(=O)CCC4C3CCC21C (centres undefined)
  102.5, 86.3, 90.8, 59.5, 87.2, 73.5, 96.4, 88.6, 50.3
- CCCCCCCc1n(Cc2ccc3ccccc3c2)c2ccccc2[n+]1Cc1ccc2ccccc2c1
  -88.9*, -61.2*, -74.9*, -92.0*, -77.9*, -74.9*, -86.8*, -79.8*, -84.6*
- O=C(/C=C/c1ccc([N+](=O)[O-])cc1)c1cc2ccccc2oc1=O
  98.6, 109.5, 92.3, 99.4, 99.8, 95.0, 89.4, 98.3, 105.9
- O=C1NC(=O)C2(CCCC2C(=O)O)N1 (centres undefined)
  101.2, 100.2, 108.8, 99.8, 105.8, 112.8, 83.4, 96.7, 98.4
- O=C(Nc1ccccc1)c1cc(-n2cnc([N+](=O)[O-])c2)cc(-n2cnc([N+](=O)[O-])c2)n1
  101.9, 65.2, 119.1, 130.5, 105.9, 94.1, 98.9, 100.9, 103.2
- C#CCOc1ccccc1C(Nc1ccc(C)cc1C)c1nnnn1C1CCCCC1 (centres undefined)
  96.0, 92.9, 90.8, 78.1, 91.2, 77.5, 101.0, 91.9, 37.1
- CCN(CC)CCCC(C)Nc1nncc2cc(Cl)ccc12 (centres undefined)
  115.7, 117.9, 116.9, 112.0, 123.5, 111.4, ., 108.1, 103.5
- C/C(=C\c1ccc(O)cc1O)c1ccc2ccc(O)cc2[o+]1
  72.4, 61.4, 116.1, 80.6, 71.0, 22.5, 98.1, 23.5, 26.9
- COc1ccc(C2C(C#N)=C(N)Oc3c2sc2c(F)cccc32)cc1 (centres undefined)
  1.0*, 85.2, 42.6, 20.2, 22.8, 35.5, 3.7*, 24.2, 8.9*

Complete entries as entered above. Screens in order: SF-539	HCC-2998	SF-268	SF-295	SNB-19	KM12	SNB-75	U251	HCT-116
Results for `O=C(/C=C/c1ccc([N+](=O)[O-])cc1)c1cc2ccccc2oc1=O` → 98.6	109.5	92.3	99.4	99.8	95.0	89.4	98.3	105.9
Results for `C#CCOc1ccccc1C(Nc1ccc(C)cc1C)c1nnnn1C1CCCCC1` (centres undefined) → 96.0	92.9	90.8	78.1	91.2	77.5	101.0	91.9	37.1

Further compounds follow.
The line under a structure holds: SF-539, HCC-2998, SF-268, SF-295, SNB-19, KM12, SNB-75, U251, HCT-116
- O=c1c2cc3ccncc3n2c(=O)c2cc3ccccc3n12
  109.9, 103.1, 105.5, ., 107.7, 104.1, 102.1, 100.8, 98.4
- Cc1ccc(/C=C/[C@H]2C[C@@H]2CCO)cc1
  98.4, 102.2, 99.0, 101.9, 96.0, 104.9, 79.0, 90.6, 92.6
- Cn1c(=O)c2[nH]c(CCCCCCCc3nc4c([nH]3)c(=O)n(C)c(=O)n4C)nc2n(C)c1=O
  91.9, 89.9, 88.7, 87.3, 101.2, 108.9, 89.0, 72.9, 93.1
- O=C1OC(c2ccc(Cl)c(Cl)c2)=C/C1=C/c1ccccc1
  100.6, 101.3, 101.3, 106.7, 97.9, 101.9, 91.8, 107.8, 104.0
- COc1cc2c(=O)n(CCCn3ccnc3)c3c4cc5c(cc4ccc3c2cc1OC)OCO5
  -20.2*, 33.3, 29.0, -18.4*, 19.3, 8.0*, 1.7*, -2.1*, -62.1*
- O=C(CSc1nnc(-c2ccco2)o1)NNC(=O)c1ccc(Cl)cc1
  109.8, 68.0, 118.8, 90.9, 100.3, 100.0, 90.3, 102.6, 103.6
- Cc1ccc[n+](CC[n+]2cccc(C)c2)c1
  103.5, 106.7, 100.2, 101.1, 95.1, 102.7, 98.2, 103.2, 92.6
- CCc1c(Cl)nc(N)nc1Nc1ccccc1Cl
  103.8, 97.7, 91.5, 91.4, 94.5, 105.2, 81.4, 105.4, 103.0
- COc1ccc(/C=C2\COc3ccc(O)c(O)c3C2=O)cc1OC
  -55.4*, 46.1, 9.7*, 72.2, 22.4, 10.4, 42.1, 5.9*, -24.8*
